INS promoter inh: TRM-6 insulin promoter activity inhibition. TRM-6 cells (human fetal islet line), insulin promoter-eGFP reporter, imaging; reporter expression induced with tamoxifen. 130,000 tested, 0.9% active. AID 1273. inhibition, % at 2 µM;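 active means inhibition above the mean plus 3 SD, with well images judged a real hit on visual review, cut at about 60% in these data, passing the limit was not always enough; inconclusive means inhibition over the cutoff but images rejected on review; inactive means inhibition not above the cutoff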
sdo1 growth: restores growth of sdo1-depleted yeast. S. cerevisiae sdo1-depleted JHY4D growth rescue, OD600 30 h; active compounds read high; pdr5 snq2 efflux-pump mutant strain. z-score at 10 µM. 140,000 tested, 0.21% active;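 active means z-score above 3 at both the 24 hr and the 30 hr optical density reads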;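 further: z-score against mean and SD of all compound wells on the same plate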
sdo1 growth Rescue 24 h: further read-out of sdo1 growth, marked with its call; z-score; S. cerevisiae sdo1-depleted JHY4D growth rescue, OD600; measured here: growth rescue at 24 h;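 0 is the plate mean of compound wells and units are plate SD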
* = called active by the depositor; u = inconclusive; x = no result given. An excerpt (hit frequency here may not be typical).

SMILES	INS promoter inh	sdo1 growth	sdo1 growth Rescue 24 h
Cc1ccc(C(=O)CSc2nnc(COc3ccccc3)o2)cc1	2	x	x
COc1ccccc1CNC(=O)COc1ccc(C)nc1[N+](=O)[O-]	-71	x	x
CN1CC=C2C(C#N)=C(N)C(C#N)(C#N)C(Cc3ccccc3)C2C1 (stereo not given)	-53	-0.9	-1.5
CS(=O)(=O)N(CC(=O)Nc1ccc2c(c1)OCCO2)Cc1ccc(Cl)cc1	53	0.61	0.49
Cc1cccc(OCCSc2nc3c([nH]2)c(=N)ncn3Cc2ccccc2)c1	x	-2.2	-1.1
CCCCCCC(=O)Nc1c2c(nc3ccccc13)N(C)CC2	x	-0.53	-0.36
COc1ccccc1C(=O)NC(=S)Nc1ccc(N2CCOCC2)c(Cl)c1	-14	x	x
C=CCNC(=O)c1ccc(Sc2ccccc2)c([N+](=O)[O-])c1	-11	1.4	1.9
Cc1sc2nc(SCc3nc(-c4cccs4)no3)n(-c3ccccc3)c(=O)c2c1C	x	-0.36	-0.71
Cc1ccc(-n2cccc2/C=C2/C(=N)N3C(=NC2=O)SN=C3S(C)(=O)=O)cc1Cl	x	1.9	2
CC(OC(=O)CCCc1nc2ccccc2s1)C(N)=O (stereo not given)	14	2.1	0.69
Cc1cc(-n2nnc3ccccc32)nc2ccccc12	-6	0.63	2.5
CCOc1cc(/C=N/O)cc(Br)c1OC	x	-0.73	-0.56
C=CCn1c(=O)c2c(C)c(C)sc2n2c(Nc3ccc(OC)cc3)nnc12	45	-0.72	3.2
COc1ccc(CN2CCNC(=O)C2CC(=O)N(C)Cc2ccon2)c(OC)c1 (stereo not given)	29	x	x
O=C(NC(NC(=S)Nc1ccc(Cl)c(Cl)c1)C(Cl)(Cl)Cl)c1ccco1 (stereo not given)	15	-0.5	0.58
CC(C)c1ccc(/C=N/N2CCCCC2)cc1	-69	x	x
Cc1c(-c2ccccc2)[n+](=O)c(-c2ccco2)c(C)n1[O-]	45	0.56	1.4
COc1ccc(CNC(=O)C(C)NC(=O)c2cc3ccccc3o2)cc1 (stereo not given)	-58	-0.36	-1.1
O=C1c2ccccc2C(=O)N1C/C=C/c1ccccc1	21	0.18	0.41
CCOc1cccc(C(=O)Nc2nc(-c3ccc(S(=O)(=O)N4CCOCC4)cc3)cs2)c1	u	-0.71	-0.51
O=C(CC(Nc1ccccc1Cl)C(=O)OCC(=O)c1cccs1)c1ccccc1 (stereo not given)	3	-1.2	-0.75
CCc1ccc2oc(-c3ccc(N)cc3)nc2c1	3	-1.6	-1.4
NC1=NC2(CCN(Cc3ccccc3)CC2)n2c(nc3ccccc32)N1	-75	-0.04	-0.12
COC(=O)c1c(C(=O)OC)c2cccc3cc(-c4ccccc4)c4ccc1c4n32	-49	-0.25	1.2
Carrying on.
SMILES	INS promoter inh	sdo1 growth	sdo1 growth Rescue 24 h
CCOC(=O)C1=C(O)CSC1=Nc1ccccc1	-57	0.6	0.79
Cc1cccc(C)c1NC(=O)CCCSc1nnc(-c2ccc(F)cc2)n1-c1ccccc1	-43	-0.86	0.29
CCCn1c(SCc2ccccc2)nc2c1c(=O)[nH]c(=O)n2C	x	-1.7	-1.4
Nn1c(Cc2ccccc2F)nnc1SCC(=O)N1CC(=O)Nc2ccccc21	-15	0.39	0.11
CCc1ccccc1NC(=O)c1ccc(NCCc2ccccc2)c([N+](=O)[O-])c1	27	-0.71	-0.64
Cc1ccc(-c2nnn(Cc3nc(N)nc(N4CCOCC4)n3)n2)cc1	x	1.8	2.1
Cc1nn(Cc2ccccc2)c(C)c1C(=O)Nc1ccc(N2CCOCC2)cc1	x	0.09	0.03
COc1ccc(-c2n(Cc3ccccc3)c3ccccc3[n+]2Cc2ccccc2)cc1	-100	x	x
COc1ccc(N2CCN(CCCNC(=O)C3(S(=O)(=O)c4ccc(Cl)cc4)CC3)CC2)cc1	-3	0.75	0.89
COC(=O)C(Cc1c[nH]c2ccccc12)NC(=O)CNC(C)=O (stereo not given)	14	-0.34	-0.82
O=c1cc(CSc2nnnn2-c2ccccc2)nc2scc(-c3ccccc3)n12	34	-1.1	0.09
Cc1ccccc1Cn1ccc(NC(=O)c2cc3nc(-c4ccco4)cc(C(F)(F)F)n3n2)n1	x	-2.1	-0.94
CC1=C(C#N)C(NC(=O)c2ccc(C)cc2)(C(F)(F)F)C(=O)N1 (stereo not given)	-3	0.31	-0.97
COc1ccc(-c2noc(CCC(=O)NCc3cc(Br)ccc3OC)n2)cc1	-17	-0.65	-0.36
CC(C)(C)C(=O)CNCC(=O)C(C)(C)C	40	x	x
COc1cc([N+](=O)[O-])ccc1NC(=O)COC(=O)c1n[nH]c2ccccc12	0	-0.69	-0.53
NCCCC[C@@H]1NC(=O)c2cc([N+](=O)[O-])cc(F)c2NCCCC[C@@H](C(N)=O)NC(=O)[C@H](CCC(N)=O)NC1=O	-36	-0.27	-0.96
CCC(C(=O)O)n1nnc(-c2ccc(-c3ccc(OC)cc3)cc2)n1 (stereo not given)	x	0.48	-0.26
O=[N+]([O-])c1ccc(O)c(C=Nc2ccc3nc(-c4ccccc4)[nH]c3c2)c1	27	1.1	2.6
COCC(=O)N1CCC(n2nnc3cc(F)ccc32)CC1	3	0.94	0.32
COC(=O)c1cc(NS(=O)(=O)c2ccc(N3CCC(C)CC3)c([N+](=O)[O-])c2)cc(C(=O)OC)c1	x	0.3	-0.4
CS(=O)(=O)NCc1ccc(C(=O)NC2CCCCC2)cc1	39	1.4	2.1
COc1ccc(OC)c(C2C(C(=O)c3cccs3)=C(O)C(=O)N2c2cc(C)on2)c1 (stereo not given)	8	0.75	0.64
CCS(=O)(=O)N1Cc2ccccc2CC1C(=O)Nc1ccc(OC)cc1 (stereo not given)	18	x	x
CC(C)(C)C(=O)Nc1nnc(Cc2ccccc2)s1	52	1.3	0.84
The list continues:
SMILES	INS promoter inh	sdo1 growth	sdo1 growth Rescue 24 h
Fc1ccccc1/C=N/Nc1ncnc2nc[nH]c12	-32	-0.07	-0.51
CCSc1nc(N)c(C#N)c(-c2ccco2)c1C#N	-31	-2	-1.1
COc1ccc(-n2cnnc2SCC(=O)N2CCN(S(=O)(=O)c3ccccc3)CC2)cc1	x	1.3	1
COc1ccc(N2CCN(C(=O)CSc3nnc(CNc4ccccc4)o3)CC2)cc1	52	-0.45	-0.73
Cc1[nH]c(=O)[nH]c(=O)c1S(=O)(=O)N1CCC(C(=O)NC(C)c2ccccc2)CC1 (stereo not given)	6	0.22	-1.3
COc1ccc(C2C(C(=O)O)CC(=O)N2c2ccc(OC)cc2)cc1 (stereo not given)	x	0.15	1.1
CCC(C)NC(=O)C1CCN(S(=O)(=O)c2ccc(Br)s2)CC1 (stereo not given)	28	-0.73	-1.7
CCOC(=O)c1cnc2c(-c3ccc(Cl)cc3)c(C)nn2c1N	44	-1.5	-0.29
CCC(=O)N(Cc1ccc2c(c1)OCO2)Cc1cc2cc(OC)ccc2[nH]c1=O	x	1.1	1.5
O=S(=O)(c1cccc2nsnc12)N1CCN(C/C=C\c2ccccc2)CC1	-42	-1.4	-0.91
Cc1cc(NC(=O)CSc2nc3c([nH]c4ccccc43)c(=O)n2-c2cccc(C(F)(F)F)c2)no1	5	0.6	0.79
CC(C)CC(c1nnnn1C1CCCCC1)N1CCN(c2ncccn2)CC1 (stereo not given)	x	-0.35	0.35
CCOc1ncccc1C(=O)OCC(=O)Nc1ccc(C(C)C)cc1	-8	x	x
Cc1ccc(C(=O)N/C(=C\c2ccco2)C(=O)NCCCn2ccnc2)cc1C	x	0.2	-0.59
COC(=O)C(Nc1ccccc1Cl)(c1cc(C)c(O)c(C)c1)C(F)(F)F (stereo not given)	3	-2.8	-1.9
FC(F)(F)c1cccc(-n2cccc2/C=N/n2cnnc2)c1	17	-1.3	-0.68
CCn1cc(C=C2C(=O)c3ccccc3C2=O)c2ccccc21	19	-1.2	-0.86
Cc1cccc(OCC(=O)Nc2cccc(O)c2)c1	-75	0.18	0.1
CC(C)C(=O)OCC(=O)Nc1ccc2c(c1)CCC2	26	-0.28	0.49
COc1ccccc1C(=O)NNC(=S)NC(=O)c1ccco1	x	-1.2	-0.3
Cc1ncc(CN2CCN(C(C)C)C(CCO)C2)s1 (stereo not given)	-39	x	x
O=C1C(C=Nc2ccccc2)=C(O)c2ccccc21	41	0.28	-0.31
Cn1ncc(Cl)c1C(=O)N/N=C/c1cccc(OC2CSC2)c1	8	1.1	1.1
CC(=O)Nc1ccc(S(=O)(=O)Nc2ccc(NC(=O)c3ccco3)cc2)cc1	-36	0.57	2.2
CN(C)c1nc(C(F)(F)F)cc(=O)[nH]1	-6	x	x
Remaining list, next part
SMILES	INS promoter inh	sdo1 growth	sdo1 growth Rescue 24 h
COc1ccc(S(=O)(=O)N(CC(=O)Nc2ccc(S(=O)(=O)N3CCOCC3)cc2)c2ccccc2)cc1	x	0.57	0.62
O=C1CSC(c2cccc([N+](=O)[O-])c2)N1c1ccccc1 (stereo not given)	25	x	x
Cn1c(SCC(=O)NC2CCCCCC2)nnc1-c1cccs1	9	-0.3	-1.1
COc1ccc(N2CCN(C(=S)Nc3cc(C)cc(C)c3)CC2)cc1	-68	0.54	1
O=C(O)c1ncc(-c2ccccc2)cn1	28	-1.2	-1.2
CC1CCc2cc(F)cc3c(O)c(C(=O)NCC4CCCO4)c(=O)n1c23 (stereo not given)	16	-1.4	-1.6
CCOCCCNC(=O)C(c1ccc(OC)cc1)N(Cc1cccs1)C(=O)CNC(C)=O (stereo not given)	-73	x	x
COC(=O)c1c(NC(=O)Cn2nc(C(F)F)cc2C(F)F)sc(C)c1C	-51	-0.79	-0.32
CC(=O)CSc1nc2ccccc2o1	40	0.42	-0.16
O=Cc1c(N2CCN(c3cccc(Cl)c3)CC2)nc2ccccn2c1=O	x	-1.9	-0.91
Cc1ccc(-c2nn(-c3ccccc3)cc2C(=O)Nc2ccc(C)c(S(=O)(=O)N3CCOCC3)c2)cc1	x	-0.37	-0.25
CCCCC1(O)CC(C(F)(F)F)=NN1C(=O)COc1ccccc1 (stereo not given)	-100	-0.68	-0.54
COc1ccc(-n2c(CNC(=O)c3ccc(S(=O)(=O)N4CCCC4)cc3)n[nH]c2=S)cc1	-9	-0.23	-0.42
CC(C)c1ccc(-c2nnn(CCC(=O)O)n2)cc1	27	0.28	-0.29
CCOc1ccc(S(=O)(=O)N(CC(=O)O)c2ccc(C)cc2)cc1	-16	0.16	0.14
O=C(Cc1c(C(=O)O)[nH]c2ccccc12)NCCN1CCN(c2cccc(Cl)c2)CC1	x	1.1	1.6
C/C(Cn1nnc([N+](=O)[O-])n1)=N\NC(=O)c1ccc(Cl)c(Cl)c1	x	-1.6	-1.1
C/C(=N\NC(=S)NC(C)C)c1cccc([N+](=O)[O-])c1	-64	-0.94	-0.44
CC1CC(C)CN(C(=O)CSc2nc(N)cc(=O)[nH]2)C1 (stereo not given)	22	x	x
COCc1cc(C)nc2sc3c(=O)n(-c4cccc5ccccc45)nnc3c12	x	-0.92	0.48
CCOC(=O)c1cc(-c2ccccc2)n(CC(=O)N2CCCC2)c1C	x	-0.36	-0.65
COC(=O)c1ccccc1NC(=O)Nc1nnc(N2CCCCC2C)s1 (stereo not given)	-5	-0.47	-0.88
C=CCn1c(-c2cccn(Cc3cccc(Cl)c3)c2=O)n[nH]c1=S	-53	0.62	-0.65
CC(C)(C)C(=O)NC(Nc1cccc2cccnc12)C(Cl)(Cl)Cl (stereo not given)	x	-0.46	0.68
CC(C)Cn1nc(NC(=O)C(C)(C)C)c2cc3ccccc3nc21	x	-0.67	-0.51
COc1ccc(CN(C(=O)c2snc(C(N)=O)c2N)C(C(=O)NC(C)(C)C)c2ccco2)cc1 (stereo not given)	x	-0.29	-0.07
S=c1[nH]nc(CSc2nc3ccccc3s2)n1C1CCCCC1	0	-1.8	-1.4
O=C1CC(c2ccc(Cl)c([N+](=O)[O-])c2)c2ccc3ccccc3c2N1 (stereo not given)	-19	-0.85	-0.55

In the list so far, these have fluorine.
SMILES	INS promoter inh	sdo1 growth	sdo1 growth Rescue 24 h
Cc1cccc(C)c1NC(=O)CCCSc1nnc(-c2ccc(F)cc2)n1-c1ccccc1	-43	-0.86	0.29
Nn1c(Cc2ccccc2F)nnc1SCC(=O)N1CC(=O)Nc2ccccc21	-15	0.39	0.11
Cc1ccccc1Cn1ccc(NC(=O)c2cc3nc(-c4ccco4)cc(C(F)(F)F)n3n2)n1	x	-2.1	-0.94
CC1=C(C#N)C(NC(=O)c2ccc(C)cc2)(C(F)(F)F)C(=O)N1 (stereo not given)	-3	0.31	-0.97
NCCCC[C@@H]1NC(=O)c2cc([N+](=O)[O-])cc(F)c2NCCCC[C@@H](C(N)=O)NC(=O)[C@H](CCC(N)=O)NC1=O	-36	-0.27	-0.96
COCC(=O)N1CCC(n2nnc3cc(F)ccc32)CC1	3	0.94	0.32
Fc1ccccc1/C=N/Nc1ncnc2nc[nH]c12	-32	-0.07	-0.51
Cc1cc(NC(=O)CSc2nc3c([nH]c4ccccc43)c(=O)n2-c2cccc(C(F)(F)F)c2)no1	5	0.6	0.79
COC(=O)C(Nc1ccccc1Cl)(c1cc(C)c(O)c(C)c1)C(F)(F)F (stereo not given)	3	-2.8	-1.9
FC(F)(F)c1cccc(-n2cccc2/C=N/n2cnnc2)c1	17	-1.3	-0.68
CN(C)c1nc(C(F)(F)F)cc(=O)[nH]1	-6	x	x
CC1CCc2cc(F)cc3c(O)c(C(=O)NCC4CCCO4)c(=O)n1c23 (stereo not given)	16	-1.4	-1.6
COC(=O)c1c(NC(=O)Cn2nc(C(F)F)cc2C(F)F)sc(C)c1C	-51	-0.79	-0.32
CCCCC1(O)CC(C(F)(F)F)=NN1C(=O)COc1ccccc1 (stereo not given)	-100	-0.68	-0.54

Source: PubChem (several laboratories)
